ALOX12 inh = blocks human arachidonate 12S-lipoxygenase | 580,000 tested, 1.1% active | P18054 | Potency, µM (titrated, usually from 108 µM), without a hit: at the highest dose activity change, negative = inhibition, most hits filed as inhibitors | purified 12hLO, xylenol orange hydroperoxide absorbance; note: potency is the fitted concentration of half-maximal effect; % is set by controls: 0 for no effect and ±100 for the full control effect
Target sequence (P18054 whole entry, looked up): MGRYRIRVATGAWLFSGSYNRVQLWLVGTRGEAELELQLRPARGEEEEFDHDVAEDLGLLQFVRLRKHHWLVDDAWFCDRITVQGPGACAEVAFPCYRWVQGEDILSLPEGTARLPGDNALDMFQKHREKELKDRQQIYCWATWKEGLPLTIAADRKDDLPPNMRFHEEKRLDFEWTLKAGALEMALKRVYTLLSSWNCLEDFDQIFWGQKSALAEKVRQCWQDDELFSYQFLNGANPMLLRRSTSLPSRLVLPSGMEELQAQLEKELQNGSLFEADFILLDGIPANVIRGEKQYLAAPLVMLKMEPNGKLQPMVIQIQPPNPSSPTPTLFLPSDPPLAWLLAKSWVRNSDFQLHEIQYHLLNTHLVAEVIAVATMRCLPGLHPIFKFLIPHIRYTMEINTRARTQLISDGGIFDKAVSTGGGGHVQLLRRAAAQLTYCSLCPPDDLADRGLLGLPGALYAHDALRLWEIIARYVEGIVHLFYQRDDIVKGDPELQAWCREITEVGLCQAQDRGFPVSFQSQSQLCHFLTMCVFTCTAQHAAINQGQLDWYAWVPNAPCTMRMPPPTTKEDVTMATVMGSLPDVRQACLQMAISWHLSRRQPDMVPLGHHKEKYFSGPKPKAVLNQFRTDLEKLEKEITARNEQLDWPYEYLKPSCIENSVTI
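Purified human 12hLO (150 nM final) in 25 mM Hepes, 0.01% Triton X-100, pH 7.0 was preincubated 15 min at room temperature with compound. Then 40 uM arachidonic acid was added, 30 min. Hydroperoxide was read by Fe-XO absorbance ratio 573/405 nm.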
Anesthetic bind = candidate novel general anesthetic via apoferritin binding. 350,000 tested, 0.074% active. apoferritin/1-aminoanthracene competitive binding, fluorescence. Potency, µM (titrated, usually from 77.5 µM), for inactives: top-dose activity change, negative = displacement, hits mostly inhibitors; note: potency is the fitted concentration of half-maximal effect; % is set by controls: 0 for no effect and ±100 for the full control effect; nearly all actives have a fitted effect of over 20% in size
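Horse-spleen apoferritin (10 uM) was mixed with 50% saturated 1-aminoanthracene in PBS, exposed to compounds for 10 min at room temperature, and read for fluorescence (ex 380 nm, em 535 nm). Competitive displacement was fitted with a four-parameter Hill equation.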
BLM inh = Bloom syndrome helicase (human) inhibition; P54132; recombinant BLM DNA unwinding, fluorescence dequenching; Potency, µM (doses to about 56.1 µM), for inactives: at the highest dose activity change, negative = inhibition, hits mostly inhibitors; 350,000 tested, 0.2% active;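 note: potency is the fitted concentration of half-maximal effect; plate controls were vehicle for no effect and no enzyme for full effect; nearly all actives have a fitted effect of over 35% in size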
Pol kappa inh = DNA polymerase kappa (human) inhibition; 400,000 tested, 0.53% active; Potency, µM (titrated, usually from 107 µM), for the others: at the highest dose activity, negative = inhibition, usual class: inhibitors; Q9UBT6; purified Pol kappa, fluorescent DNA synthesis assay, 10 min; note: potency is the fitted concentration of half-maximal effect; % is set by controls: 0 for no effect and ±100 for the full control effect
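10 nM Pol kappa was preincubated with compounds for 15 min at room temperature. Reaction started with 50 nM (final) substrate. Fluorescence read kinetically at 0 and 10 min.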
ERG-DNA inh = ERG Ets/DNA interaction inhibition; P11308; fluorescence polarization, His-ERG Ets domain / labelled DNA; Potency, µM (titrated, usually from 76.9 µM), inactives show at the top dose FP activity, negative = inhibition, most hits filed as inhibitors; 370,000 tested, 0.028% active; active = well fitted inhibition curve with a large enough effect in the polarisation, with a control signal flat; inconclusive = small, poorly fitted or top-dose-only effect, or effect the other way, or a change in a side signal; inactive = no such curve, though single readings can be large or run the other way; the % refers to the polarisation;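 note: polarization taken with two DNA probes labelled with fluorescein and Texas red; potency is the fitted concentration of half-maximal effect; % of control where 0% means no effect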
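His-tagged ERG Ets domain (1 uM in the protein solution; 300mM KCl, 50mM Tris-HCl, 1mM EDTA, 1mM DTT, pH 7.5) received compound, then a probe mix of 5 nM fluorescein-DNA and 100nM Texas-615-DNA. Fluorescence polarization was read for both dyes.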
APEX1 inh = blocks human APE1 abasic DNA cleavage; AID 2517; 350,000 tested, 0.35% active; P27695; Potency, µM (titrated, usually from 65.8 µM), for inactives: at the highest dose activity change, negative = inhibition, actives largely listed as inhibitors; recombinant APE1, TAMRA/BHQ-2 abasic DNA cleavage fluorescence;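 note: potency is the fitted concentration of half-maximal effect; plate controls were vehicle for no effect and reference inhibitor for full effect; nearly all actives have a fitted effect of over 55% in size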
Target sequence (P27695 whole entry, looked up): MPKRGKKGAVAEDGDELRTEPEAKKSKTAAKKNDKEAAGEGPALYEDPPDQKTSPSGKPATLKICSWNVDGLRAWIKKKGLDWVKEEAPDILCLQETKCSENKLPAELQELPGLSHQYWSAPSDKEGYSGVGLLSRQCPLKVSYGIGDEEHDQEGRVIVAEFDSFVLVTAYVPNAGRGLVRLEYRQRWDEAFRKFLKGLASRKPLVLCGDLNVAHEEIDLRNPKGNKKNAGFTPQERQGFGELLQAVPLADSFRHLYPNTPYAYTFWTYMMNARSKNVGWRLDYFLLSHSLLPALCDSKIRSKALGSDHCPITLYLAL
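Endonuclease cleavage of a quenched abasic-site DNA duplex (50 nM) by APE1 (0.75 nM) was tracked by TAMRA dequenching. Compounds were preincubated with enzyme 15 min at room temperature; data normalized to buffer-only and DMSO wells plus NSC13755 control.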
Pol iota inh = inhibitors of human DNA polymerase iota; Pol iota fluorescent replication assay, 10 min; 390,000 tested, 1% active; AID 588590; Potency, µM (titrated, usually from 115 µM), for inactives: at the highest dose activity, negative = inhibition, most hits filed as inhibitors; note: potency is the fitted concentration of half-maximal effect
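Pol iota at 10 nM preincubated 15 min with compounds at room temperature; reaction started with fluorescent substrate, 50 nM final. Fluorescence read kinetically at 0 and 10 min; buffer-only wells as negative control.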
TRHR ag = agonists of human TRH receptor; P34981; AID 493084; 360,000 tested, 0.18% active; TRHR cells, calcium flux fluo-8, FDSS agonist mode; activation, % at 2 µM; in the data active = activation above about 30%; note: 0% is about no effect
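Agonist-mode FDSS calcium read (Ex 480/Em 530, 1 s cycles) in 1536-well TRHR cells with fluo-8 dye, after 10-cycle baseline and 23 nL compound addition; TRH at EC20 (10 nM final) added afterwards for the enhancer phase.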
Pol beta inh = inhibitors of human DNA polymerase beta; P06746; Pol beta primer extension/strand displacement, fluorescence kinetic; Potency, µM (highest dose often 114 µM), for inactives: at the top dose activity change, negative = inhibition, actives largely listed as inhibitors; 340,000 tested, 1.3% active; note: potency is the fitted concentration of half-maximal effect; % is set by controls: 0 for no effect and ±100 for the full control effect
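Human Pol beta at 10 nM; strand-displacement substrate 50 nM final. Compound exposure 15 min at room temperature before start, reaction 10 min at room temperature.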
* hit, by the source's call; ? = inconclusive; . = not tested or not shown; [ ] = dose if it differs, or a comment. Unless noted, calls come from the whole dose curve; as a rule, active = well fitted curve in the direction sought with a large enough effect; inconclusive = small, poorly fitted or top-dose-only effect, or another doubt; inactive = no such curve, though single readings can be large; an effect the other way counts as inactive or inconclusive. A portion of the library (hit frequency here may not be typical).

Every second line gives: ALOX12 inh	APEX1 inh	BLM inh	Pol kappa inh	Pol iota inh	ERG-DNA inh	TRHR ag	Pol beta inh	Anesthetic bind
> Cc1cccc(C)c1NC(=O)CN
→ 9%	-1%	3%	6%	19%	-6%	-0.2	1%	5%
> O=C(COc1ccccc1)NCC(c1ccco1)N1CCCCC1 (stereo not drawn)
→ 2%	-17%	.	-21%	14%	0%	0.7	.	.
> N#CCCn1c(=O)c(-c2ccccc2)nc2cnc(Oc3cccc(Cl)c3)nc21
→ 0%	-8%	1%	-6%[60.1 µM]	.	.	.	.	.
> O=C(CSc1ncc(CO)n1Cc1ccccc1)Nc1nc2ccccc2s1
→ -7%	.	-2%	-5%[60.1 µM]	-17%	15%	0.4	25%	-2%
> COC(=O)c1ccc(CN2C(=O)NC(Cc3c[nH]c4ccccc34)C2=O)cc1 (stereo not drawn)
→ -1%	45%	-8%	-2%	14%	23%	0.7	-21%	-8%
> CC(C)CC(=O)N1CCC(O)(CS(=O)(=O)Cc2ccccc2)CC1
→ 0%	1%	-10%	0%	27%	0%	.	-24%	-2%
> Cc1cc(C)cc(OCC(=O)Nc2ccccc2N2CCCCC2)c1
→ -5%	2%	0%	-2%	16%	10%	1.2	-13%	-12%
> O=C(COC(=O)CNC(=O)C1CCCCC1)Nc1ccc(Br)cc1Br
→ -3%	29%	.	-20%	27%	3%	-1.0	.	.
> O=C(NCCCN1CCOCC1)c1ccc(Br)cc1Br
→ -10%	16%	-5%	.	.	.	0.8	13%	-2%
> COc1ccc(Cl)cc1NC(=O)CN(C)C(=O)Cc1ccc(-c2ccccc2)cc1
→ 0%	-10%	.	-24%	6%	11%	0.2	.	.
> CCOC(=O)c1ccc2c(c1)n(CCCS(=O)(=O)[O-])c(/C=C/c1ccc(Cl)cc1)[n+]2CC
→ 11%	15%	0%	-8%	33%[activator]	-11%	0.3	35%	11%
> CCOC(=O)c1ccc(NC(=O)CSc2nnc3c4ccccc4n(CC)c3n2)cc1
→ -4%	.	-12%	-4%	-16%	-2%	-0.5	5%	-4%
> Cc1ccc(S(=O)(=O)Nc2nc(C)c(NC(=O)OCCCl)s2)cc1
→ ?	0%	0%	-3%	21%	-4%	0.3	3%	3%
> CC(C)(Oc1ccc(F)cc1)C(=O)OCC(=O)c1ccc(S(C)(=O)=O)cc1
→ 192%[activator]	4%	.	0%	1%	-1%	.	.	.
> COc1ccc(CNC(=O)Nc2ccc(C)cc2C)cc1
→ 1%	4%	3%	-4%	25%	-7%	-0.4	-21%	-5%
> COC(=O)[C@]1(CC(C)C)N[C@H](c2ccc(-c3ccccc3)cc2)[C@@H]2C(=O)N(C)C(=O)[C@@H]21
→ -4%	-6%	.	0%	-6%	19%	.	.	.
> CN(Cc1nc2ccccc2c(=O)[nH]1)Cc1nc2ccsc2c(=O)[nH]1
→ 14%	-1%	1%	-3%	110%[activator]	4%	0.3	1%	-2%
> Cn1c(=O)[nH]c(=O)c2c1nc(CN1CCN(c3ccccc3F)CC1)n2CCCc1ccccc1
→ 19%	-3%	-6%	-2%	-8%	.	-0.6	-6%	-1%
> COc1ccc(NC(=O)C(Cc2ccccc2)n2cccc2)cc1 (stereo not drawn)
→ -15%	-2%	-3%	-19%	0%	11%	0.1	0%	-12%
> Cc1cc(OCc2cc(C(=O)N(C)CC3CCOCC3)no2)cc(C)c1Cl
→ -1%	-10%	-5%	-2%	19%	5%	-0.3	17%	?
> COCCn1c(SCC(=O)c2ccc(F)cc2)nc2cc(C(=O)NC3CCCC3)ccc2c1=O
→ -23%	.	-1%	4%	8%	-2%	-0.1	1%	-13%
> CCc1ccc(N2CC(C(=O)NCC(C)(C)N3CCOCC3)CC2=O)cc1 (stereo not drawn)
→ 278%[activator]	-9%	.	-17%	11%	-4%	0.0	.	.
> Cc1cccc([C@@H]2CN(C)CCc3c2cc(O)c(O)c3Cl)c1
→ ?	-2%	-10%	-12%[19.4 µM]	.	.	.	.	.
> Oc1ccc(-c2csc(Nc3cccnc3)n2)cc1
→ ?	1%	-4%	-6%	-8%	9%	0.3	-28%	0%
> O=C(Cn1cncn1)N/N=C/c1cccc(Cl)c1
→ 0%	-4%	-4%	3%	-16%[58.9 µM]	2%	0.4	6%	-9%
> Cc1cc(C)n2nc(C(=O)OCC(=O)NNC(=O)c3ccccc3)nc2n1
→ -26%	50%[activator]	.	0%	-22%	-2%	1.2	.	.
> CCN(CC(=O)NC1CCS(=O)(=O)C1)S(=O)(=O)c1ccc(Cl)c(C(F)(F)F)c1 (stereo not drawn)
→ -54%	48%[activator]	.	-5%	24%	-10%	0.4	.	.
> CCN(CC)S(=O)(=O)c1ccc(N2CCOCC2)c(NC(=O)COc2ccccc2)c1
→ -2%	1%	-9%	-1%	13%	-3%	0.0	-3%	?
> COC(=O)c1ccc2[nH]c3c(c2c1)CC(C)CC3 (stereo not drawn)
→ -25%	-11%	-9%	-1%	15%	-9%	-0.2	11%	-22%
> CC(C)NC(=O)CC(=O)N/N=C\c1ccccc1C(=O)O
→ -6%	-6%	-1%	-14%	39%[activator]	-3%	0.6	3%	-20%
> CCOc1cc(C(c2c(C)[nH][nH]c2=O)c2c(C)[nH][nH]c2=O)cc([N+](=O)[O-])c1O
→ -2%	-18%	-6%	-12%	?	-16%	-0.4	47%	6%
> O=C(Nc1ccccc1)c1csc(-c2ccccc2)n1
→ -5%	0%	-5%	-1%	30%	5%	-0.8	-1%	-22%
> C=CCNC(=S)Nc1c(N)n(C)c(=O)n(C)c1=O
→ -10%	-3%	-7%	-3%	?	4%	0.9	-12%	1%
> COc1cc(S(=O)(=O)N2CCN(C(=O)c3ccco3)CC2)c(OC)cc1C
→ 0%	-17%	2%	-9%	5%	-6%	-0.2	-20%	-7%
> Cc1cccc(NC(=O)CSc2ncnc3c2oc2ccccc23)c1
→ ?	12%	-5%	2%	-10%	-12%	0.4	28%	-16%
> O=C(CSc1ncn[nH]1)Nc1ccc([N+](=O)[O-])cc1Br
→ -19%	4%	-1%	10%	28%	14%	0.1	3%	-7%
> CCOc1cc(CNc2ccc3c(c2)OCCO3)cc(Br)c1OCC
→ -13%	-3%	-12%	-8%	?	-5%	0.1	11%	-7%
> Cc1ccc(C)c(S(=O)(=O)c2cn(C)c3cc(N4CCCCC4C)c(F)cc3c2=O)c1 (stereo not drawn)
→ -5%	.	-6%	-11%	46%[activator]	-4%	0.1	10%	34%[activator]
> O=C(CN(c1ccc(Cl)cc1)S(=O)(=O)c1ccccc1)N1CCN(c2ccccc2)CC1
→ -6%	-2%	-12%	-2%	-6%	-1%	-0.2	5%	-2%
> COc1ccc(-c2nc(CN3CCN(c4cc(C)nc(C)c4)CC3)c(C)o2)c2ccccc12
→ -23%	19%	-9%	-13%	21%	11%	0.6	12%	-2%

Some of the entries so far, with tabs:
structure	ALOX12 inh	APEX1 inh	BLM inh	Pol kappa inh	Pol iota inh	ERG-DNA inh	TRHR ag	Pol beta inh	Anesthetic bind
CC(C)NC(=O)CC(=O)N/N=C\c1ccccc1C(=O)O	-6%	-6%	-1%	-14%	39%[activator]	-3%	0.6	3%	-20%
C=CCNC(=S)Nc1c(N)n(C)c(=O)n(C)c1=O	-10%	-3%	-7%	-3%	?	4%	0.9	-12%	1%
O=C(CSc1ncn[nH]1)Nc1ccc([N+](=O)[O-])cc1Br	-19%	4%	-1%	10%	28%	14%	0.1	3%	-7%

(further entries)
Every second line gives: ALOX12 inh	APEX1 inh	BLM inh	Pol kappa inh	Pol iota inh	ERG-DNA inh	TRHR ag	Pol beta inh	Anesthetic bind
> O=C(CCNS(=O)(=O)c1ccc(Br)cc1)NCCCSc1ccccc1
→ -28%	11%	.	-10%	8%	11%	-1.0	.	.
> COc1cccc(S(=O)(=O)NCC(=O)N2CCCCCC2)c1
→ 11%	9%	-7%	-1%	16%	-3%	0.1	1%	-1%
> COc1ccc(C)cc1N(C)C(=O)c1coc(=O)c2ccccc12
→ 0%	2%	-11%	-15%	6%	-3%	-0.3	8%	-15%
> O=C(NNc1ccccc1)C(=O)NNc1ccccc1
→ ?	.	.	-8%	-30%	2%	.	.	.
> Cc1ccc(NC(=O)c2cccnc2C(=O)Nc2ccc(C)cc2)cc1
→ ?	1%	-7%	-8%	?	12%	0.5	2%	-21%
> CCOc1ccc(C(=O)Nc2ccc(Cc3ccncc3)cc2)cc1Br
→ 0%	-7%	-10%	-14%	1%	-3%	-0.2	-13%	-9%
> CCCCOP(=O)(OCCCC)C1(C)CC(=O)CC(C)(C)C1 (stereo not drawn)
→ -8%	.	.	-3%	8%	-5%	.	.	.

Individual results from the results shown:
`COc1cccc(S(=O)(=O)NCC(=O)N2CCCCCC2)c1` in Pol beta inh is entered as 1%
`Cc1cccc([C@@H]2CN(C)CCc3c2cc(O)c(O)c3Cl)c1` in APEX1 inh is entered as -2%
`O=C(Nc1ccccc1)c1csc(-c2ccccc2)n1` in TRHR ag is entered as -0.8
`CC(C)NC(=O)CC(=O)N/N=C\c1ccccc1C(=O)O` in Anesthetic bind is entered as -20%

From PubChem BioAssay
